Compound activity: PubChem, several laboratories
Efflux pump mplx: inhibitors of Candida efflux pumps in yeast, primary screen, S. cerevisiae, Nile Red, multiplex | inhibition, % at 10 µM | AID 485275, 2010 | 0.44% of 330,000 active | S. cerevisiae Candida pump triplex;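 active = plate passing quality check with inhibition over a set limit, or well fluorescence over plate mean plus 4 SD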;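 note: Nile Red retained in pooled yeast measured as flow cytometry median fluorescence; 0% = buffer negative control and 100% = Enniatin B positive control; higher means more Nile Red kept so more efflux inhibition; some compounds called inactive have numbers as strong as hits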
CR mimetic SO: reduction of superoxide in aged yeast, primary screen, HTS | S. cerevisiae aged cells, superoxide DHE fluorescence; hits give low values | superoxide response (% of plate mean), % at 10 µM | 0.18% of 330,000 active | AID 2690, 2010;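 active = superoxide response under a set limit, about three screen SD below normal, cut at about 65% in these data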;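 note: yeast aged for seven days with compound at 30 °C before DHE staining; 100% = average MFI of all compound-treated wells on the plate with controls excluded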
GLD-1 RNA inh: GLD-1/TGE RNA complex disruptors, primary screen, biochemical, fluorescence polarization | purified GLD-1 + fluorescein TGE RNA | Female germline-specific tumor suppressor gld-1 (Caenorhabditis elegans), Q17339 | 0.44% of 320,000 active | inhibition, % at 5.96 µM;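 active = percent inhibition above a per-plate cutoff, the plate mean of test compounds plus 3 SD, cut at about 30% in these data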;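 note: 0% = DMSO wells with GLD-1 and probe and 100% = wells lacking GLD-1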
MCL1 BIM primary: inhibitors of MCL1 binding to BIM-BH3, primary screen, biochemical, fluorescence polarization | Induced myeloid leukemia cell differentiation protein Mcl-1 (Homo sapiens), Q07820 | 0.68% of 320,000 active | GST-MCL1 / FITC-Bim-BH3 fluorescence polarization | inhibition, % at 10.9 µM | AID 2057, 2009;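 active = inhibition above the mean inhibition of all tested compounds plus 3 SD, set per campaign, cut at about 40% in these data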;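 note: 0% = DMSO wells and 100% = unlabeled Bim-BH3 peptide control; higher means more loss of mP so more displacement of Bim peptide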
MEX-5 binding: MEX-5 zinc finger RNA-binding disruptors – biochemical, C. elegans, fluorescence polarization, MLPCN library, primary screen; AID 1832, 2009; activity score (negative = inhibition of binding), % at 10 µM; MEX-5/FITC-TCR2 RNA binding; hits give low values; 0.38% of 300,000 active; Zinc finger protein mex-5 (Caenorhabditis elegans), Q9XUB2;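 active = inhibition past about -25% in most replicates, and total fluorescence under double the plate's negative control median, limit read from the data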;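 note: 0% = DMSO and -100% = 5 µM competing unlabeled TCR2 RNA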
Bcl-xL primary: inhibitors of human Bcl-xL, primary screen, biochemical, fluorescence polarization, HTS. Bcl-2-like protein 1 (Homo sapiens), Q07817. GST-Bcl-xL / FITC-Bim BH3 peptide fluorescence polarization. inhibition, % at 10.9 µM. 0.7% of 320,000 active. AID 2129, 2009;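 active = inhibition above the mean of all tested compounds plus 3 SD, cutoff set per campaign, cut at about 30% in these data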;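 note: 0% = DMSO wells and 100% = unlabeled Bim-BH3 peptide competitor; inhibitors lower millipolarization by displacing the labeled peptide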
Fam108B counter: mouse Fam108B serine hydrolase inhibitors, primary screen, counter-screen for RBBP9 inhibitor project, biochemical, fluorescence polarization; recombinant Fam108B, FP-Rh probe fluorescence polarization; inhibition, % at 9.51 µM; 0.33% of 300,000 active; AID 1947, 2009;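 active = inhibition above the screen mean inhibition plus 3 SD, computed separately per campaign, cut at about 18% in these data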;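 note: inhibitors lower polarization as less probe binds the enzyme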
EBNA-1 inh: EBNA-1 DNA-binding inhibitors, primary screen, biochemical, fluorescence polarization | 0.34% of 300,000 active | AID 1950, 2009 | inhibition, % at 14.8 µM; in the data active = inhibition above about 28%
ZTA DNA inh: counter-screen for EBNA-1 inhibitors: inhibitors of Epstein-Barr virus ZTA; ZTA-DNA binding, fluorescence polarization; P03206; inhibition, % at 11 µM; 0.15% of 320,000 active; in the data active = inhibition above about 33%
Target sequence (P03206 whole entry, looked up): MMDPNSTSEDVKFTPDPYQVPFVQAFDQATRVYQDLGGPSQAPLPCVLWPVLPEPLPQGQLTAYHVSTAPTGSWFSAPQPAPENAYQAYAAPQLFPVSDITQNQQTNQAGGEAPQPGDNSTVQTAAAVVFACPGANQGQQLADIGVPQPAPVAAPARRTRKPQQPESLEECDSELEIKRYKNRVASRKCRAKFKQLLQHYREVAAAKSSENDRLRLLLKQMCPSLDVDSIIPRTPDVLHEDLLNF
Starred values were filed as active, the others as inactive.

(1) CC(C)Nc1nc2ccccc2c(=O)[nH]1
(2) O=S(=O)(c1cc(Cl)ccc1Cl)N1CCc2ccccc21
(3) Cc1cc(C)c(S(=O)(=O)Nc2ccc(O)cc2)cc1C
(4) CC1=C(C(=O)OC2CCCC2)C(c2coc3ccccc3c2=O)C2=C(CCCC2=O)N1 (configuration not stated)
(5) O=C(O)CCn1c(=O)sc2ccccc21
(6) C=CCNC(=O)c1ccc2c3n(nc2c1)-c1ccc(C)cc1CO3
screen / no.,1,2,3,4,5,6
Efflux pump mplx,0.2,0.0,0.0,-0.1,-0.1,0.2
CR mimetic SO,93.8,101.3,106.3,107.0,110.5,106.8
GLD-1 RNA inh,-7.1,10.1,3.9,4.4,6.4,-2.2
MCL1 BIM primary,2.5,16.3,0.6,9.1,9.4,-1.7
MEX-5 binding,-1.1,3.2,-1.7,-0.4,0.6,-2.1
Bcl-xL primary,5.7,11.7,2.7,5.6,1.2,-1.6
Fam108B counter,-5.1,0.3,-0.8,1.1,0.2,-0.6
EBNA-1 inh,-1.6,-1.2,-9.6,-10.5,-1.9,-5.9
ZTA DNA inh,2.3,-0.5,-7.8,-2.1,-21.4,-6.2

A different layout for part of the listing above.
Sequence of screens: Efflux pump mplx	CR mimetic SO	GLD-1 RNA inh	MCL1 BIM primary	MEX-5 binding	Bcl-xL primary	Fam108B counter	EBNA-1 inh	ZTA DNA inh
1) CC(C)Nc1nc2ccccc2c(=O)[nH]1
→ 0.2	93.8	-7.1	2.5	-1.1	5.7	-5.1	-1.6	2.3
2) O=S(=O)(c1cc(Cl)ccc1Cl)N1CCc2ccccc21
→ 0.0	101.3	10.1	16.3	3.2	11.7	0.3	-1.2	-0.5
3) Cc1cc(C)c(S(=O)(=O)Nc2ccc(O)cc2)cc1C
→ 0.0	106.3	3.9	0.6	-1.7	2.7	-0.8	-9.6	-7.8
4) CC1=C(C(=O)OC2CCCC2)C(c2coc3ccccc3c2=O)C2=C(CCCC2=O)N1 (configuration not stated)
→ -0.1	107.0	4.4	9.1	-0.4	5.6	1.1	-10.5	-2.1
5) O=C(O)CCn1c(=O)sc2ccccc21
→ -0.1	110.5	6.4	9.4	0.6	1.2	0.2	-1.9	-21.4
6) C=CCNC(=O)c1ccc2c3n(nc2c1)-c1ccc(C)cc1CO3
→ 0.2	106.8	-2.2	-1.7	-2.1	-1.6	-0.6	-5.9	-6.2
